# Compound activity from PubChem BioAssay.
# Autophagy HCS – autophagy modulation, high-content screen; MEF GFP-LC3 puncta imaging; test concentration mostly 10 µM; calls only at 10 µM (by protocol); hit rate 0.98% among 190,000; AID 463193;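 active = percentage of spot-positive cells more than 3 SD above its plate mean, without a fluorescence outlier flag or 80% toxicity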;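 note: spot-positive cell cutoff set from DMSO-treated cells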
# Dynein transport – dynein cargo transport inhibition | z-score, hits read low | hit rate 0.47% among 220,000 | AID 1381 | 3617.4 mouse cells, GR-EGFP nuclear translocation imaging; test concentration mostly 20 µM; stimulated with dexamethasone, 1 µM; hits give low values;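 active = plate z-score of nuclear minus cytoplasmic receptor signal below a set negative limit, without overly bright fluorescence or cell loss, cut at about -3.5 in these data, passing the limit was not always enough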;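 note: z-score of nuclear minus cytoplasmic ring GR-EGFP intensity difference per well; some compounds called inactive have numbers as strong as hits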
#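 Buffer or medium: tetracycline-free induction medium containing charcoal-stripped FBS / Reagent: dexamethasone agonist, 1.0 µM final, for 30 min / Technique: automated 10x imaging of fixed Hoechst-stained cells / Times: induction 48 h, compound 1 h, agonist 30 min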
# b-catenin transl – modulators of beta-catenin nuclear translocation; HeLa beta-catenin nuclear translocation, immunofluorescence imaging; nuclear translocation activity, % at 5 µM; hit rate 0.3% among 190,000; AID 1665;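 active = nuclear translocation activity above 50% at 5 µM, with a well cell count of 50 or more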;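 note: per-cell ratio of nuclear to cytoplasmic median beta-catenin stain intensity; plate controls were DMSO negative control for no effect and GSK-3 inhibitor IX positive control for full effect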
#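 assay system = human HeLa cells, endogenous beta-catenin | times = compound treatment 24 h, 37°C, 5% CO2 | detection = Anti-beta-catenin immunofluorescence on PFA-fixed, Triton-permeabilized cells, DAPI nuclei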
# T cell HTS – T cell immune modulators affecting CD8 T cell-vesicle binding; calls only at 7 µM; 2C CD8+ T cell-vesicle binding, flow cytometry; hits give low values; hit rate 0.068% among 330,000; AID 2052;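 active = response, share of CD8 T cells binding vesicles, and their 90th percentile fluorescence all below set limits, cut at about 80% in these data, passing the limit was not always enough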
#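 Assay system: 2C TCR transgenic mouse naive CD8+ T cells, MACS-purified | Read-out: CD8+ gate FL2 mean fluorescence as % of same-row positive control | Signal: High-throughput flow cytometry with anti-B7-1 and anti-CD8 staining | Timing: Binding step 1.5 h, 37 °C, antibody labelling 20 min, ice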
# Yfh1-depleted yeast – mitochondrial function rescue without frataxin homolog – Friedreich's ataxia, plus single-dose screen, dose response (AID 1465). S. cerevisiae Yfh1-off respiration, WST-1 reduction, 72 h; higher fold induction means a stronger effect. hit rate 0.074% among 220,000. one-dose fold induction at 50 µM; EC50 in µM for titrated hits;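 active = fold induction of absorbance versus untreated yeast above a set limit, then at least 30% activation at any dose in follow-up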;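 note: activators that raise dye reduction in frataxin-depleted yeast; strong numbers were not always called active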
# WT yeast gro inh – growth inhibition of WT yeast, mitochondrial fusion screen; mitochondrial fusion phenotypic screen, WT strain; inhibition, % at 10 µM; AID 1362; hit rate 2.1% among 190,000; in the data active = inhibition above about 58%; tested in S. cerevisiae
# P. falciparum M1AAP – malaria alanyl aminopeptidase activity blockers – biochemical, fluorogenic H-Leu-NHMec substrate, 1536-well (AID 1445) | inhibition, % at 30 µM; hits with a dose series show IC50 in µM | hit rate 0.42% among 220,000 | recombinant M1AAP, H-Leu-NHMec fluorogenic kinetic assay; higher % means a stronger effect;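 active = primary inhibition above the hit cutoff, then over 50% inhibition at one or more dose response concentrations, cut at about 23% in these data, passing the limit was not always enough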;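 note: plate controls were DMSO full reaction for no effect and no enzyme background for full effect; strong numbers were not always called active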
# P. falciparum M17LAP – P. falciparum M17LAP inhibitors, primary screen, biochemical, fluorogenic H-Leu-NHMec substrate, 1536-well (AID 1619). recombinant M17LAP, H-Leu-NHMec fluorogenic kinetic assay; higher % means a stronger effect. inhibition, % at 30 µM; hits with a dose series show IC50 in µM. hit rate 0.38% among 220,000;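 active = compound inhibiting the enzyme by more than half at any dose during confirmatory dose-response retesting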;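 note: plate controls were full reaction with DMSO carrier for no effect and no enzyme background for full effect; strong numbers were not always called active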
# MT stabilizer – microtubule stabilizers in HeLa cells; HeLa tubulin immunostaining HCS, 24 h; share of cells brighter than vehicle mean+2SD; % tubulin-high responders, % at 10 µM; hit rate 0.83% among 200,000;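 active = plate Z-score above 3 for both tubulin-high and condensed-nucleus cell shares, with cell loss under 80%, at 10 µM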;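 note: anti alpha tubulin signal scored within the nucleus-defined area of each cell; some results filed as inactive read as strong as hits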
# WT yeast gro inh mutant strain – further read-out of WT yeast gro inh, marked with its call; inhibition, %; mitochondrial fusion phenotypic screen, mutant strain inhibition
# Dynein transport cytoplasmic EGFP – recorded beside Dynein transport, whose call it bears; z-score; measured here: cytoplasmic GR-EGFP intensity; hits give high values
# Dynein transport nuclear GR-EGFP – further read-out of Dynein transport, marked with its call; z-score; measured here: nuclear GR-EGFP intensity;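 lower value marks the stronger effect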
# Dynein transport cell count – recorded beside Dynein transport, whose call it bears; z-score; measured here: cell count per field
# b-catenin transl cell count 5 µM – further read-out of b-catenin transl, marked with its call; cell count; measured here: cell count, cytotoxicity flag
# T cell HTS vesicle-bound % – second read-out of T cell HTS, no call of its own (marks repeat the call); double positive events, %; measured here: CD8+ vesicle-bound cell fraction;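 binding gate set so that unloaded-vesicle control wells show 10% double positive cells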
# MT stabilizer Hoechst-high % – recorded beside MT stabilizer, whose call it bears; % Hoechst-high responders; measured here: nuclear condensation Hoechst responders;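 share of cells brighter than vehicle mean plus two SD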
# MT stabilizer cytotoxicity % – also measured in MT stabilizer; calls as there; toxicity, %; measured here: cytotoxicity by cell density;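 0% = mean cell density of plate MIN control wells and 100% = no cells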
# Autophagy HCS cell loss 18 h – recorded beside Autophagy HCS, whose call it bears; toxicity, %; measured here: cell loss, nuclei count;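 cell loss after 18 h compound exposure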
# Numbers without * were called inactive; i = inactive; nt = not tested or not shown.
SMILES,Autophagy HCS,Autophagy HCS cell loss 18 h,Dynein transport,Dynein transport cytoplasmic EGFP,Dynein transport nuclear GR-EGFP,Dynein transport cell count,b-catenin transl,b-catenin transl cell count 5 µM,T cell HTS,T cell HTS vesicle-bound %,Yfh1-depleted yeast,WT yeast gro inh,WT yeast gro inh mutant strain,P. falciparum M1AAP,P. falciparum M17LAP,MT stabilizer,MT stabilizer Hoechst-high %,MT stabilizer cytotoxicity %
Cc1cc2nc(C(F)(F)F)[nH]c(=O)n2n1,i,-6.1,-0.417,-0.216,0.0999,0.0689,-2.7,969,i,58.1,i,0.3,0.6,4.5%,55.8%,4.3,1.7,4.6
CN(C)CCCN(C(=O)COc1ccc(Cl)cc1)c1nc2ccc(F)cc2s1,i,-6.6,-0.598,-0.267,-0.31,3.1,nt,nt,i,24.4,i,60.7*,33.5*,5.0%,-0.7%,2.1,1.8,1.2
c1ccc(Nc2nc(NCC3CCCO3)c3ccccc3n2)cc1 (stereo unspecified),i,8.0,-0.0853,0.0255,-0.365,0.931,0.2,1079,i,33.1,i,32.2,3.4,10.3%,9.6%,3.7,3.0,7.6
CCN1CCN(c2cc(C)c3cc(NC(=O)c4cnccn4)ccc3n2)CC1,i,-5.0,-0.354,-0.115,-0.12,-0.177,0.1,1144,i,30.9,i,11.5,3.0,1.0%,11.7%,2.3,3.9,1.5
CCCOc1ccc(C(=O)Nc2c[nH]c(=O)[nH]c2=O)cc1,i,0.2,-0.414,-0.0202,-0.107,0.28,-0.9,1006,i,3.7,i,0.4,8.2,10.2%,0.1%,4.9,2.0,7.4
CCOC(=O)C1CCCN(c2c(Nc3cccc(C)c3)c(=O)c2=O)C1 (stereo unspecified),i,-0.6,-1.05,-0.229,-0.481,0.299,nt,nt,i,30.9,i,10.7,5.4,4.3%,31.8%,3.4,2.8,2.1
Cc1nn(C)cc1C1C2=C(CC(C)(C)CC2=O)N(c2ccccc2)C2=C1C(=O)CC(C)(C)C2,i,-10.1,0.46,-0.22,0.361,-0.223,nt,nt,i,21.2,i,-5.4,7.2,2.5%,-9.5%,1.7,1.9,8.4
Cc1ccc(-c2csc(/C(C#N)=C/Nc3ccc4c(c3)OCCO4)n2)cc1,i,-4.5,-0.00796,-0.245,0.0762,0.359,-4.5,1158,i,37.3,i,-16.2,17.9,-1.4%,2.3%,3.8,2.2,1.6
COC(=O)CN(C)C(=O)CC1C(=O)NCCN1CC(C)(C)C (stereo unspecified),i,17.4,-0.777,-0.146,-0.143,0.317,-0.9,960,i,58.7,i,1.4,6.2,10.0%,5.2%,4.0,1.5,3.9
Cc1cc(-c2nnc(SCc3ccccn3)o2)no1,i,-8.1,-0.189,-0.216,0.173,-0.134,0.4,878,i,34.3,i,-0.6,8.2,4.5%,23.5%,3.8,2.8,4.1
O=C(c1ccc(COc2ccc3ccccc3c2)o1)N1N=C(C(F)F)CC1(O)C(F)F (stereo unspecified),i,-3.8,0.49,-0.09,0.495,-0.324,-1.0,1038,i,43.8,i,7.5,6.3,5.6%,0.6%,2.4,1.9,8.2
CC(=O)c1cccc(NC(=O)Nc2cnn(Cc3ccc(Cl)cc3Cl)c2)c1,i,-4.0,-0.399,0.0438,0.114,0.242,nt,nt,i,40.8,i,-8.1,-2.5,-7.7%,0.0%,1.2,1.3,10.5
Cc1ccn2cc(-c3cc4ccccc4oc3=O)nc2c1,i,-10.8,2.59,0.125,2.38,-2.25,2.1,1032,nt,nt,i,9.0,5.2,-1.1%,-8.8%,18.0,0.9,9.7
O=C(CNC(=O)c1ccc2c(c1)OCCO2)N/N=C/c1ccc(O)cc1O,i,15.1,-1.4,-0.412,-0.974,4.72,-1.7,1100,i,39.9,i,-2.0,5.2,18.2%,9.8%,2.8,3.4,8.4
CCOC(=O)N1CCC(NC(=O)CCC(=O)N2CC(C)Oc3ccccc32)CC1 (stereo unspecified),i,11.2,-0.665,-0.311,-0.21,0.457,-1.7,873,i,43.5,nt,-4.0,-0.1,3.6%,18.3%,2.4,2.3,10.5
CCOC(=O)CNC(=O)c1cc(OC)cc(OC)c1,i,18.3,0.03,-0.267,0.156,-0.00486,0.4,455,i,51.3,i,-5.9,-0.3,1.2%,6.8%,1.6,2.0,8.9
CC(C)NC(=O)Cn1c(SCC(=O)c2ccc(F)cc2)nc2ccccc21,i,-7.4,0.778,-0.127,0.903,-1.05,-3.0,532,i,60.2,i,-20.7,2.5,-0.9%,-0.4%,4.5,1.9,3.7
CCN(C(=O)c1cn(C)c(=O)c2cc(OC)c(OC)cc12)c1cc(OC)ccc1OC,i,5.6,-0.525,-0.138,-0.0508,0.834,0.7,1474,i,56.7,i,-7.7,-7.4,-4.5%,0.3%,5.3,2.6,3.2
CC1(C)CC(NC(=O)C23CCC(C)(/C(=N/O)C2)C3(C)C)CC(C)(C)N1 (stereo unspecified),i,-12.6,0.654,-0.197,0.388,-1.13,0.9,1107,i,34.6,i,nt,nt,nt,nt,4.7,2.9,14.1
CCN1CCN(CC(=O)Nc2nc3ccc(OC)cc3s2)CC1,i,-12.2,-0.0559,0.143,0.378,-0.706,-6.7,1217,i,51.3,nt,-11.1,-3.7,-2.9%,32.4%,2.0,1.5,9.2
O=C(Nc1ccccc1)Nc1ccc2ccccc2c1,nt,nt,0.368,-0.278,0.0897,0.201,1.1,1351,i,23.6,i,nt,nt,-2.5%,-3.6%,nt,nt,nt
O=C(NN1CCOCC1)c1cc(-c2cccs2)nc2ccccc12,i,9.1,-0.43,-0.329,-0.569,0.975,nt,nt,i,51.6,i,4.9,-4.7,0.4%,-122.1%,2.6,1.7,6.7
Cc1ccc(S(=O)(=O)N(C)c2ccc(C(=O)NCC3CCCO3)cc2)cc1 (stereo unspecified),i,-32.3,-1.14,0.00132,0.283,-0.174,-0.2,1469,i,28.7,i,-11.3,-12.9,0.1%,-2.0%,2.6,2.0,6.2
CC(C)(C)c1ccc(CSc2nnc(-c3ccccn3)n2Cc2ccco2)cc1,i,-15.3,-1.34,-0.251,-0.379,0.35,-1.3,1057,i,43.5,nt,64.0*,6.0*,-3.7%,-8.1%,1.0,1.5,8.8
COC(=O)C1=C(C)Nc2nnnn2C1c1ccccc1Cl (stereo unspecified),i,7.0,0.266,-0.28,-0.495,1.4,-1.6,1210,i,40.3,i,-19.2,-16.0,-0.4%,-9.5%,3.2,1.3,3.9
Cc1ccc(-n2c(P(C)(=O)O)nc3ccccc32)cc1,i,10.5,0.922,-0.303,0.972,-0.672,1.5,920,i,39.7,i,-6.3,13.6,-0.6%,3.4%,4.2,1.6,4.6
O=C(NCCO)C1COc2ccccc2O1 (stereo unspecified),i,6.5,-0.0577,-0.305,-0.0857,0.332,0.2,975,i,47.6,i,10.0,8.0,-2.7%,-0.2%,1.6,1.9,1.6
Cc1ccc(CCNC(=O)c2cc(C)nn2-c2ccccc2)cc1,nt,nt,-0.0731,0.0771,0.909,-1.5,-0.7,1318,i,27.7,i,nt,nt,0.7%,-2.8%,nt,nt,nt
COc1ccc(NC(=O)c2cc(C(C)C)on2)cc1OC,i,0.4,0.0612,-0.204,0.0375,0.142,-1.1,1381,i,11.5,i,-1.7,6.4,10.7%,-1.9%,1.9,2.7,9.1
O=C(NCC1CCCO1)C1c2ccccc2C(=O)N1C1CCCCCCC1 (stereo unspecified),i,18.7,0.0287,-0.323,0.151,0.167,0.6,1307,i,52.7,nt,42.1,30.5,0.7%,-0.4%,5.0,3.2,5.5

# Only T cell HTS, for some of the entries so far:
smiles	T cell HTS
CC(C)NC(=O)Cn1c(SCC(=O)c2ccc(F)cc2)nc2ccccc21	i
CCN(C(=O)c1cn(C)c(=O)c2cc(OC)c(OC)cc12)c1cc(OC)ccc1OC	i
CC1(C)CC(NC(=O)C23CCC(C)(/C(=N/O)C2)C3(C)C)CC(C)(C)N1 (stereo unspecified)	i
